Screens deposited in PubChem by National Center for Advancing Translational Sciences (NCATS).
12-LOX inh – inhibitors of human 12S-lipoxygenase ALOX12; hit rate 1.1% among 580,000; P18054; purified 12hLO, xylenol orange hydroperoxide absorbance; Potency, µM (highest dose often 108 µM), for inactives: top-dose activity change, negative = inhibition, actives largely listed as inhibitors; AID 1671190; active = well fitted inhibition curve with a large enough effect; inconclusive = small, poorly fitted or top-dose-only effect, or another doubt; inactive = no such curve, though single readings can be large or run the other way
Target sequence (P18054 whole entry, looked up): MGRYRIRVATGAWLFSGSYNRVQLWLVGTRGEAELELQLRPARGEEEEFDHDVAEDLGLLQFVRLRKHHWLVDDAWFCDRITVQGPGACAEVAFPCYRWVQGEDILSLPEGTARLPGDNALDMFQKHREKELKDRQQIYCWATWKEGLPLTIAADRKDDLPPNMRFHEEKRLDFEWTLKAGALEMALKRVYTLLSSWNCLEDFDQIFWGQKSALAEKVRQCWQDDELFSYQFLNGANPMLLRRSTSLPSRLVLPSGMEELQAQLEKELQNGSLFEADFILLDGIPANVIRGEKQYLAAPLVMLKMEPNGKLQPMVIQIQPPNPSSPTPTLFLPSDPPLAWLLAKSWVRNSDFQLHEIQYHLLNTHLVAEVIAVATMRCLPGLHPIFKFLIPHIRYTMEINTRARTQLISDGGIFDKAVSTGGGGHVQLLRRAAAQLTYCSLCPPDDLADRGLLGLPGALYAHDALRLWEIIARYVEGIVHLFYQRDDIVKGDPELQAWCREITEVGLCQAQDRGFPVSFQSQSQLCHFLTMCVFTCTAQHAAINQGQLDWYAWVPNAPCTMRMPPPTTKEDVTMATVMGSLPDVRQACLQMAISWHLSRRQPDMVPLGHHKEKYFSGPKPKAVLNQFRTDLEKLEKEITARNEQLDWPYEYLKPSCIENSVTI
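Purified human 12hLO (150 nM final) in 25 mM Hepes, 0.01% Triton X-100, pH 7.0 was preincubated 15 min at room temperature with compound. Then 40 uM arachidonic acid was added, 30 min. Hydroperoxide was read by Fe-XO absorbance ratio 573/405 nm.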
* hit, by the source's call; ? = inconclusive; [ ] = another dose, or the depositor's remark. % is scaled to controls: 0 for no effect and ±100 for the full control effect; potency is read from the fitted curve at half-maximal effect. Not all compounds are listed; count on the stated rates, not on these rows.

12-LOX inh	molecule
-2%	COc1cccc(C2Cn3nnc(-c4nc(-c5ccccc5C)no4)c3CO2)c1 (configuration not stated)
-4%	Cc1ncsc1CCC(=O)NCc1cc2n(n1)CCN(C(=O)N(C)C)C2
12%	O=C(Nc1cccc(-c2ccc(N3CCCC3)nn2)c1)Nc1c(F)cccc1F
16%	O=c1[nH]nc2n1CCN(C1CCSCC1)CC2
?	Cc1ccc(CN[C@@H]2CO[C@H](CNC(=O)c3ccccc3)[C@H]2O)cc1
6%	COc1ccc(-c2cc(C(=O)N3CCc4c(cnc(C)c4CNC(=O)c4ccsc4)C3)[nH]n2)cc1
36%[176 µM]	Cn1nccc1CN1CCC2(CC1)NC(=O)c1ccccc1O2
-13%	COC(=O)c1cc2c(c3c4ccccc4n(S(=O)(=O)c4ccccc4)c13)C(=O)N(Cc1ccc(N(C)C)cc1)C2
-2%	COC(=O)C[C@H]1C=C[C@H](NC(=O)c2cccc(F)c2)[C@@H](CO)O1
22%	CCC(CC)NC(=O)CC1CCCN(c2cn[nH]c(=O)c2)C1 (configuration not stated)
56%[activator]	CCCOc1ccc(C(N)=O)cc1
18%	CC1=C(C(=O)OC(C)C)C(c2ccccc2Cl)N2C(CC(=O)N3CCOCC3)=CSC2=N1 (configuration not stated)

12-LOX inh	molecule
15%	CC(C#N)(NC(=O)CSc1ccc(F)cc1)C1CC1 (configuration not stated)
-11%[6.33 µM]	Fc1ccc(OC2CN(Cc3cccc4ccccc34)C2)cc1F
55%	CC(C)OCCN1CCN(c2oc(-c3ccco3)nc2C#N)CC1
30%	CC(C)c1noc([C@@H]2C[C@H]3C(=O)NCCCCCCN(C(=O)c4ccc(C#N)cc4)[C@H]3C2)n1
-2%	CC1CCCC(NC(=O)c2cc(Sc3ccc(F)cc3)nc3ccccc23)C1C (configuration not stated)
?	O=C(Nc1cccc(Cl)c1)c1cc(-c2ccc[nH]2)n[nH]1
25%	COc1cccc(-c2noc(-c3ccc(-c4cn[nH]c4)nc3)n2)c1OC
?	O=C(CCc1c[nH]c2ccccc12)Oc1ccc2ccc(=O)oc2c1
-23%	O=C(c1cnn(Cc2ccccc2)c1)N1CCN(S(=O)(=O)c2cccc(Br)c2)CC1
7%[12.5 µM]	CSCCCN1CCC2(Cc3ccccc3CNC2=O)C1 (configuration not stated)
2%	COCc1c(C(=O)N2CCCC(C)C2)cnn1-c1nccc(-c2cc(C)sc2C)n1 (configuration not stated)
71%[activator][176 µM]	CC(=O)N1CCC(N2C[C@H](O)C[C@H]2c2nc(-c3cnccn3)no2)CC1

3 successive entries already listed, for reference:
12-LOX inh	molecule
7%[12.5 µM]	CSCCCN1CCC2(Cc3ccccc3CNC2=O)C1 (configuration not stated)
2%	COCc1c(C(=O)N2CCCC(C)C2)cnn1-c1nccc(-c2cc(C)sc2C)n1 (configuration not stated)
71%[activator][176 µM]	CC(=O)N1CCC(N2C[C@H](O)C[C@H]2c2nc(-c3cnccn3)no2)CC1

More entries
12-LOX inh	molecule
20%	COc1ccc(N2C(=O)CCC2(C#N)c2ccccc2OCc2ccccc2)cc1 (configuration not stated)
-3%	Cc1ccc(C)c(NC(NC(=O)c2ccc(C(C)(C)C)cc2)C(Cl)(Cl)Cl)c1 (configuration not stated)
15%	COc1ccc2nc(Nc3nc(C)c(Cc4ccc(Cl)cc4)c(=O)[nH]3)nc(C)c2c1
42%[activator]	COC1CN(C2CCN(C(=O)Cc3ccccc3)CC2)C12CCOCC2 (configuration not stated)
27%	CCCCNC1C2CC3CC1CC(C2)C3NCCCC (configuration not stated)
?	Cc1ccccc1C(=O)Nc1ccc2oc(-c3ccccc3C)cc(=O)c2c1
27%[176 µM]	COc1ccc(C(=O)NC[C@H]2COCc3nc4cc(C(F)(F)F)ccc4n32)cc1
-33%	Fc1cc(Br)ccc1N=Cc1ccc2ncccc2c1
?	CCOc1ccc2c(=O)c(Oc3cccc(C)c3)coc2c1
3%	Cc1cccc(OCCN(C)Cc2cc(=O)oc3c(C)c(O)ccc23)c1
1%[176 µM]	CC(C)(C)c1coc([C@@H]2COCCN2Cc2ccccc2)n1
-8%	Cc1ccc2c(c1)Oc1ccc(S(=O)(=O)N(C)Cc3ccccc3)cc1C(=O)N2

Compounds shown so far that have a Cl atom (four):
12-LOX inh	molecule
18%	CC1=C(C(=O)OC(C)C)C(c2ccccc2Cl)N2C(CC(=O)N3CCOCC3)=CSC2=N1 (configuration not stated)
?	O=C(Nc1cccc(Cl)c1)c1cc(-c2ccc[nH]2)n[nH]1
-3%	Cc1ccc(C)c(NC(NC(=O)c2ccc(C(C)(C)C)cc2)C(Cl)(Cl)Cl)c1 (configuration not stated)
15%	COc1ccc2nc(Nc3nc(C)c(Cc4ccc(Cl)cc4)c(=O)[nH]3)nc(C)c2c1

(next part)
12-LOX inh	molecule
-1%	COc1ccc(C(=O)Nc2ccc(C)cc2)cc1S(=O)(=O)NC1CCCC1
-3%	COc1ccc(C(=O)N[C@@H]2CCC[C@@H]2C(=O)NC2CCCC2)cc1
?	CN(CC(=O)Nc1ccc(Cl)c(Cl)c1)S(=O)(=O)Cc1ccc(F)cc1
23%	Cc1cccc(C(=O)N2CCC3(CC2)c2[nH]c4ccccc4c2CCN3C)c1
10%[176 µM]	O=C(NC1CC1)C1CN(c2ccccc2)C(=O)N1 (configuration not stated)
-9%	CC(C)CNc1cccc2c1S(=O)(=O)N[C@H](C)CO2
32%[activator]	CN1CCCC1c1nc(C2CN(S(=O)(=O)c3ccc(C#N)cc3)C2)no1 (configuration not stated)
13%	COC(=O)C1=C(C)N(C)C(=O)N(C)C1c1ccc(Br)cc1 (configuration not stated)
20%	CCCCc1nn(CC(=O)NCc2n[nH]c(C)n2)c(=O)n1CC
-26%	O=C(O)C(c1c[nH]c2ccc(Br)cc12)N1CCN(CCOc2ccc(Cl)cc2)CC1 (configuration not stated)
?	O=C1NC[C@H](CCCCN2C[C@H](Cc3ccc(O)cc3)N(CCc3ccccc3)C(=O)C2=O)N(CCC2CCCCC2)C1=O
13µM*	Cn1cc(C(=O)NC2(C)CCS(=O)(=O)C2)c2ccccc21 (configuration not stated)

An excerpt from above in order of the 12-LOX inh value, highest first.
12-LOX inh	molecule
23%	Cc1cccc(C(=O)N2CCC3(CC2)c2[nH]c4ccccc4c2CCN3C)c1
20%	CCCCc1nn(CC(=O)NCc2n[nH]c(C)n2)c(=O)n1CC
-3%	COc1ccc(C(=O)N[C@@H]2CCC[C@@H]2C(=O)NC2CCCC2)cc1

(more compounds)
12-LOX inh	molecule
-17%	c1cnc(-c2nn3c(COc4ccc5c(c4)OCO5)nnc3s2)cn1
?	COc1ccc(-c2c(C)oc3cc(OC)ccc3c2=O)cc1
?	OCCNc1nc(Nc2ccc(Br)cc2)nc2nccnc12
-7%[57.4 µM]	O=S(=O)(c1ccccc1)N1CCC2(CC1)CN(c1ncccn1)C2
?	O=C1CCCC2=C1C(c1ccc(Cl)cc1Cl)n1nnnc1N2 (configuration not stated)
35%	O=C(c1ccccc1F)N1CCCN(c2cc(-c3ccc(Cl)cc3)[nH]n2)CC1
20%	COc1ccccc1CN1CCC2(CC1)CC(C(=O)O)N(C(C)=O)C2 (configuration not stated)
-23%	O=C(N/N=C/c1cccc(O)c1)C1CC1
-32%	FC(F)Sc1nc2ccccc2s1
-14%	O=S(=O)(c1ccc2c(c1)OCCO2)c1nc(-c2cccc(Cl)c2)oc1N1CCOCC1
11%	O=C(COc1ccc(F)cc1)N1CCCC1c1nc(C2CCOCC2)no1 (configuration not stated)
0%	O=C(NCc1ccccc1)C1C(c2ccc3c(c2)OCO3)=Nc2ccccc2N1C(=O)c1cccc2ccccc12 (configuration not stated)

12-LOX inh	molecule
-28%	O=C([C@@H]1C[C@H](Oc2cccnc2)CN1S(=O)(=O)c1ccc2c(c1)CCC2)N1CCCC1
0%	CCNc1ncc2nc(-c3cc(F)cc(F)c3)c(=O)n(-c3ccc(OC)cc3)c2n1
-56%	COc1ccc(OCC(=O)Nc2ccc3oc(-c4ccccc4F)nc3c2)cc1
?	CC(=O)Nc1ccc(C(=O)C(C)OC(=O)C23CC4CC(CC(C4)C2)C3)cc1 (configuration not stated)
26%	COCCOC1CCN(C(=O)Cc2cccc(F)c2)CC1
53%[activator]	CCN(CC(=O)Nc1ccc(NC(C)=O)cc1)Cc1coc(-c2ccccc2)n1
-9%	COC1C(=O)N(c2cccc(F)c2)C12CCN(C(=O)CCc1c[nH]c3ccccc13)CC2 (configuration not stated)
?	Cc1ccc(/C(=N/O)c2cccs2)cc1
15%	Cc1ccc(C(=O)N2[C@@H]3CC[C@H]2CC(NC(=O)c2ccncc2)C3)cc1 (some centres not stated)
-24%	O=C(COc1ccccc1Cl)Nc1ccc(-c2nc3ccccc3o2)cc1
?	CCCCOc1ccc(/C=C(\C#N)c2nc(-c3ccc(Cl)cc3)cs2)cc1
6%	CCN(CC(=O)Nc1c(F)cccc1F)Cc1ncc(-c2ccc(Cl)cc2)o1

12-LOX inh	molecule
-14%	CCCOc1ccccc1C(=O)Nc1cccc(-c2nc3ccccc3o2)c1
34%[activator]	CCOc1ccc(NC(=O)N2CCC(Oc3ncccc3C(=O)N3CCCCC3)C2)cc1 (configuration not stated)
40%	CCn1cc(CN(C)C(=O)c2ccc3c(c2)C(O)CCCCCN3C)c(C)n1 (configuration not stated)
-1%	Cc1ccc(NC(=O)C(C)C)cc1C
4%[176 µM]	COc1cccc(-c2n[nH]c3c2CC(=O)N(Cc2ccccc2F)C3)c1OC
0%	CN(Cc1ccccc1)C(=O)CCNC(=O)Nc1ccccc1
-21%	O=C(NCc1cccc(F)c1)[C@@H]1[C@@H](CO)[C@@H]2Cn3c(cccc3=O)[C@H]1N2C(=O)c1cnccn1
-3%	CCCN1C=NS(=O)(=O)c2cc(C(=O)NC(C)c3ccccc3)ccc21 (configuration not stated)
-28%	CC(=O)NCCNS(=O)(=O)CCC(=O)O
24%	N#CC1(C(=O)NCc2cccc(NC(=O)C3CCCC3)c2)CCCC1
74%[activator]	COCc1nnc(NC(=O)CN2CCN(c3nccnc3C#N)CC2)s1
-11%[22.9 µM]	CCCCCCCCCCCCCCCCCCNC(=O)OC1CCN(C(=O)OC[C@H](COC(=O)N(Cc2cccc[n+]2CC)C(=O)c2ccccc2OC)OC)CC1

12-LOX inh	molecule
-23%	O=C(NCc1cccs1)c1ccc2c(c1)CC(=O)N2Cc1ccc(F)cc1
10%[6.33 µM]	CN1CC(=O)N(C2CCCNCC2)Cc2c1ncnc2N1CCC(O)C1 (configuration not stated)
-12%	CCOc1ccccc1CN1CCC2(CCN([S+](=O)([O-])c3cccs3)CC2)Oc2ccccc21
42%	COC(=O)C1=C(C)N=C2SC=C(CC(=O)NCCC(C)C)N2C1c1ccccc1Cl (configuration not stated)
?	O=C(O)CCc1ccc(S(=O)(=O)NCc2ccc(F)cc2)cc1
?	c1ccc(-c2nc(-c3cnccn3)no2)c(OC2CNC2)c1
26%	CN1CCc2c([nH]c3ccccc23)C12CCN(C(=O)c1cccn1C)CC2
1%	O=C(c1cccc(Cl)c1)N1CCC(Cc2nc(-c3cnccn3)no2)CC1
-13%	CC(C)CNC(=O)C1CCCC(C(=O)NCC(C)C)C1 (configuration not stated)
-6%	Cc1ccc(C(=O)N2CCC(C(NC(=O)c3cccs3)C(=O)NC3CC3)CC2)cc1 (configuration not stated)
44%[activator]	Cc1cc(C)n(CCC(=O)N[C@@H]2CN(c3ccncn3)C[C@H]2CN(C)C)n1
15%	Cc1nc(-c2ccc(OC(F)(F)F)cc2)sc1C(=O)N1CCN(C=O)CC1

12-LOX inh	molecule
?	O=C(Nc1ccccc1)C1CC(=O)N(Cc2ccccc2)c2nc3ccccc3n21 (configuration not stated)
24%[176 µM]	CC(=O)N1CC[C@H](c2nc3cc(C)ccc3o2)C1
-5%	COC(=O)c1ccc(COc2ccc(C(=O)OC)cc2Br)cc1
6%[57.4 µM]	CS(=O)(=O)N1CCC2(CC1)CN(c1ncccn1)C2
74%[activator]	CCn1c(CO)nnc1C1CC(NC(=O)CCc2n[nH]c3c2CCCC3)C1 (configuration not stated)
32%	CC(C)(C)CC(=O)N1CCC2(CC1)OCCN2S(=O)(=O)c1ccccc1
-1%	CCOC(=O)c1ccc(NC(=O)CCS(=O)(=O)c2ccc3c(c2)CC(C)N3C(=O)CC)cc1 (configuration not stated)
-2%	O=C(Cc1cn(Cc2ccccc2)c2ccccc12)Nc1ccc(Nc2cccnc2)cc1
21%	Cc1ccc(OCc2nc(C3CCN(C(=O)c4c5c(nc6ccccc46)CCCC5)CC3)no2)cc1
?	COc1ccc(Nc2nc(CSc3nnc4n3CCCCC4)cs2)cc1
12%	COc1cccc(Cn2c(=O)c(-c3ccc(F)cc3)nc3cnc(OC)nc32)c1
-28%	O=[N+]([O-])c1ccc(N2CCN(S(=O)(=O)c3ccccc3)CC2)c2ncccc12

The final two entries of the part before lead into the next:
12-LOX inh	molecule
12%	COc1cccc(Cn2c(=O)c(-c3ccc(F)cc3)nc3cnc(OC)nc32)c1
-28%	O=[N+]([O-])c1ccc(N2CCN(S(=O)(=O)c3ccccc3)CC2)c2ncccc12
?	Cc1c(O)ccc2c(CN(C)CC(=O)Nc3ccc(Cl)cc3)cc(=O)oc12
26%	COc1ccc(/C=C/C(=O)c2c(O)cc(OC)cc2OC)cc1
14%	Cc1cnc(C(=O)N2CCC(N3C(=O)C4(CCCC4)C3c3scnc3C)CC2)cn1 (configuration not stated)
-11%	CCN1CCN(C(C(=O)O)c2c[nH]c3cc(NC(=O)c4ccccc4)ccc23)CC1 (configuration not stated)
-4%	Cc1nc(/C=C/C(=O)N2CCCCCC2)cs1
-11%	CC(OC(=O)c1ccc2ccccc2n1)C(=O)c1ccc(Cl)cc1 (configuration not stated)
1%	CNc1nc(C(=O)N2CCC3(CCCN(CCOC)C3=O)C2)cs1 (configuration not stated)
3%	O=C(NC1CCSC1=O)c1cc2ccccc2o1 (configuration not stated)
5%	Cc1c(Cl)cccc1NC(=O)C(C)C
36%[activator]	O=C(NC1CCCCC1)N[C@H]1CO[C@H]2[C@@H]1OC[C@@H]2n1nnnc1Oc1ccc(-n2ccnc2)cc1
?	COc1cccc(-c2cncnc2NCc2cccnc2)c1
